Screening data as filed in PubChem.
Bim-Bfl-1 – disrupts Bim binding to human Bfl-1. Bead-based flow cytometry, Bim-Bfl-1 binding inhibition. AID 1008. 190,000 compounds, 0.12% hits. inhibition, % at 10 µM. Q16548;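 note: 0% = wells without compound plus tracer and 100% = blocker peptide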
Bcl-W Bim block – inhibitors of Bim-Bcl-W interaction, human. Q92843. bead-based flow cytometry, Bim peptide-Bcl-W binding. inhibition, % at 10 µM. 190,000 compounds, 0.02% hits;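 note: 0% = bound tracer without compound and 100% = peptide blocker; higher means less fluorescent Bim peptide bound to Bcl-W beads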
Target sequence (Q92843 whole entry, looked up): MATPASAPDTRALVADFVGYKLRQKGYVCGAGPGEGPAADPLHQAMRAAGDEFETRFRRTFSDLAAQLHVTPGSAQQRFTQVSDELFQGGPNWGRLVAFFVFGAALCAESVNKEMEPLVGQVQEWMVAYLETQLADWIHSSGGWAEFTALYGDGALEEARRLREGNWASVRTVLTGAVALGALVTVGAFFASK
ABCB1 block – human ABCB1 inhibition, ABCG2 as counter-screen. P08183. CCRF-Adr cells, JC-1 efflux, flow cytometry. inhibition, % at 6.6 µM. 190,000 compounds, 0.067% hits; in the data active = inhibition above about 40%;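 note: 0% = vehicle and 100% = reference inhibitor; higher value means more JC-1 retained so stronger ABCB1 efflux block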
GSH fluor – GSH bead compound fluorescence profile | GSH beads flow cytometry, compound fluorescence 488/530 nm; stronger effect = higher value | 190,000 compounds, 0.25% hits | AID 1776 | fluorescence (KMESF) at 10 µM; in the data active = fluorescence above about 89;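 note: glutathione beads carrying GST-tagged Bcl family fusion proteins plus one bare bead set; values are compound well signal with DMSO vehicle wells as background; inactives centre near 16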
ABCG2 block – human ABCG2 inhibition, ABCB1 as counter-screen; IgMXP3 cells, JC-1 efflux, flow cytometry; 190,000 compounds, 0.1% hits; inhibition, % at 6.6 µM;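 active = inhibition above 80%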;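 note: 0% = DMSO and 100% = nicardipine control wells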
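test system = two drug-resistant human cell lines, ABCG2 and ABCB1 | amount = 3 million cells/mL final, two lines in 1:1 ratio | reagent = JC-1 transporter substrate | doses = one concentration, 6.6 µM final | incubation = 10 min at 25 °C | signal = flow cytometric JC-1 green MFI at 530 nm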
Bim-Bcl-B – human Bim-Bcl-B interaction inhibition; Q9HD36; bead-based flow cytometry, Bim peptide-Bcl-B binding; inhibition, % at 10 µM; 190,000 compounds, 0.073% hits; AID 951;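 note: 0% = tracer peptide without compound and 100% = reference inhibitor peptide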
Target sequence (Q9HD36 whole entry, looked up): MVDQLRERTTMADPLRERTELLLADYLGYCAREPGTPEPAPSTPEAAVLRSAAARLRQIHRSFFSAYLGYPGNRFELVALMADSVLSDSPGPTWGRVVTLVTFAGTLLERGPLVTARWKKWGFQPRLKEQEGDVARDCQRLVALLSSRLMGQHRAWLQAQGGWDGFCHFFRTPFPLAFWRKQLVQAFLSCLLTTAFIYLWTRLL
RGS4-Gao reg – human RGS4-Galphao interaction regulation; P09471; Multiplexed bead flow cytometry, RGS4-Galphao binding; actives lie on both sides; AID 1415; 220,000 compounds, 0.33% hits; binding response (% of control), % at 10 µM; in the data active = binding response below about 49% or above about 150%; inactive = in between;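 note: fluorescent Galphao activated with aluminum fluoride binding bead-coupled RGS4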
Target sequence (P09471 whole entry, looked up): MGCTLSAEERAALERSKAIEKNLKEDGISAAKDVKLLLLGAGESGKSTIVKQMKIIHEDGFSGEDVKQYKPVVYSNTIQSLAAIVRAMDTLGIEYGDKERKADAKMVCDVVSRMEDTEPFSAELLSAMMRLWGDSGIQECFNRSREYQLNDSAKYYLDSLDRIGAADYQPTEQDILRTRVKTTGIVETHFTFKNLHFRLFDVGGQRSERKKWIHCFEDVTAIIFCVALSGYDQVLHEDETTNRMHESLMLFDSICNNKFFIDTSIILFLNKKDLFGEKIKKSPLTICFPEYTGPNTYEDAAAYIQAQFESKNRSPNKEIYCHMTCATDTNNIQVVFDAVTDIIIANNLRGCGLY
Bcl-XL Bim block – human Bim-Bcl-XL interaction inhibition | inhibition, % at 10 µM | Q07817 | Bim peptide-Bcl-XL binding, bead flow cytometry, fluorescence | AID 1007 | 190,000 compounds, 0.04% hits
Target sequence (Q07817 whole entry, looked up): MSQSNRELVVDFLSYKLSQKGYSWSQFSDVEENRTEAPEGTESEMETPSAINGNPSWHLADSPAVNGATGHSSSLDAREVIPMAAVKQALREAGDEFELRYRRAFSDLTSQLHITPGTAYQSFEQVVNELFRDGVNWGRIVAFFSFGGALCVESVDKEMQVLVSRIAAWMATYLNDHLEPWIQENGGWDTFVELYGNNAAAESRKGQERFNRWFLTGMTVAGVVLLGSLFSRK
RGS8-Gao reg – human RGS8-Galphao interaction regulation. AID 1423. 220,000 compounds, 0.34% hits. response (percent of control binding), % at 10 µM. multiplexed bead flow cytometry, RGS8-Galphao binding; actives lie on both sides; in the data active = response below about 60% or above about 140%; inactive = in between;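 note: Galphao activated as the GDP aluminium fluoride complex binding bead-coupled RGS8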
RGS7-Gao – regulators of human RGS7-Galphao interaction; binding response (% of control), % at 10 µM; P09471; 220,000 compounds, 0.35% hits; Multiplexed bead flow cytometry, RGS7-Galphao binding; actives lie on both sides; in the data active = binding response below about 49% or above about 150%; inconclusive = no clear call, values can overlap the other calls; inactive = in between;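 note: fluorescent Galphao held in activated GDP-AlF4 state binding bead-coupled RGS7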
Bim-Bcl-2 – inhibitors of Bim-Bcl-2 interaction, human. P10415. Bead-based flow cytometry, Bim peptide-Bcl-2 binding. inhibition, % at 10 µM. 190,000 compounds, 0.06% hits. AID 950; in the data active = inhibition above about 40%; inconclusive = no clear call, values can overlap the other calls;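 note: 0% = no compound wells with probe peptide and 100% = reference peptide inhibitor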
The depositor's hits bear a star; u = inconclusive. Cut-off read from the data, not from the text of the source, unless noted: active = inhibition above about 40%.

SMILES	Bim-Bfl-1	Bcl-W Bim block	ABCB1 block	GSH fluor	ABCG2 block	Bim-Bcl-B	RGS4-Gao reg	Bcl-XL Bim block	RGS8-Gao reg	RGS7-Gao	Bim-Bcl-2
O=C(c1cn(-c2ccccc2)nc1-c1ccccc1)N1CCOCC1	-2	0	0.3	19	1	-3	104	-2	97	104	-9
CC(Oc1ccc(C#N)cc1)C(=O)c1ccc(F)c(F)c1 (configuration not stated)	-3	0	1.0	7	3	-1	99	-1	98	99	2
COc1ccc(C(CC(=O)O)n2cnnn2)cc1 (configuration not stated)	-3	-9	0.8	13	1	-7	102	-4	102	100	-4
Cc1ccc(NC2=NCC(Cc3ccc(Br)cc3)S2)cc1 (configuration not stated)	0	0	1.5	12	5	1	104	-3	115	104	-3
COc1ccc(N2CSC3=C(C#N)C(c4ccc(OC)c(OC)c4)CC(=O)N3C2)c(OC)c1 (configuration not stated)	21	2	-1.1	13	-2	-21	100	-5	78	107	0
COc1ccc(CNc2nc(-c3cccnc3)nn2C(=O)c2ccco2)cc1	-1	0	0.7	18	2	-1	105	1	108	106	-2
O=C(CSCc1c(Cl)cccc1Cl)Nc1ccccc1-c1ccccc1	0	-1	0.7	24	1	-3	106	-5	107	107	-2
O=C(CN1CCN(c2ccccc2)CC1)Nc1ccccc1C(F)(F)F	-17	-2	-0.7	37	4	-12	102	-11	101	99	-13
COc1ccc(NC(=O)c2[nH]ncc2[N+](=O)[O-])cc1	-5	0	0.3	16	2	-12	101	-3	103	98	-3
O=C(c1ccco1)N1CCN(C(=O)C2CCN(S(=O)(=O)c3cccs3)CC2)CC1	0	-1	0.2	20	1	0	104	0	102	99	-2
COc1ccc(N2CCN(C(=O)Cn3c(=O)[nH]c4ccsc4c3=O)CC2)cc1	-7	-1	-0.2	23	-2	-3	98	-9	104	100	-1
Cc1n[nH]c(C)c1S(=O)(=O)N1CCCC(C(=O)NCC2COc3ccccc3O2)C1 (configuration not stated)	-20	-2	-0.3	32	5	-10	102	-10	103	99	-12
CCOC(=O)C1=C(CS(=O)(=O)c2ccc(C)c(C)c2)NC(=O)NC1c1ccc(O)cc1 (configuration not stated)	-5	-4	0.0	12	0	-6	96	-4	98	101	-2
CCOC(=O)c1c(C)nc(C)c(C(=O)OCC)c1-c1cccc(N)c1	-3	2	1.0	10	9	-1	95	0	101	95	-4
COc1ccc(-c2nnc(SCC(=O)c3cc(C)n(Cc4cccs4)c3C)o2)cc1	-9	0	0.0	31	0	-7	95	-1	102	100	-8
CC(C)CCNC(=O)C(CC(C)C)N(Cc1ccc2c(c1)OCO2)C(=O)c1snc(C(N)=O)c1N (configuration not stated)	-3	1	3.3	24	1	-2	98	0	98	99	-3
COCc1nnc(NC(=O)CCN2C(=O)c3ccccc3C2=O)s1	0	0	0.2	13	2	4	96	-1	94	93	-2
CCOC(=O)C1CCN(Cc2coc3c(Cl)cc(Cl)cc3c2=O)CC1	-4	-3	-1.0	24	-4	0	95	0	103	96	-2
COc1ccc(Cn2nnnc2C(c2cc3ccc(OC)cc3[nH]c2=O)N2CCCCCC2)cc1 (configuration not stated)	1	-3	0.7	12	2	0	94	-2	94	97	1
CN1C/C(=C/c2ccsc2)C(=O)/C(=C/c2ccsc2)C1	-2	-16	0.5	10	5	-6	100	-6	102	102	-5
COc1ccccc1NC(=O)Nc1nc(C(C)(C)C)cs1	-5	-2	1.2	12	6	-3	102	-5	101	104	-5
CCS(=O)(=O)Nc1ccc2c(c1)N(C(C)=O)c1ccccc1CC2	0	1	-2.8	21	-2	0	99	-1	102	101	-1
O=C(CSc1nc2[nH]ncc2c(=O)[nH]1)N1CCCCC1	-11	-1	0.2	17	3	-3	102	-7	103	106	-8
Nn1cc(-c2ccccc2)nc1SCC(=O)NCCc1ccccc1	-5	-3	0.2	16	3	-6	98	-2	102	u	-3
O=C(CSc1ccc(Br)cc1)Nc1ccccc1Oc1ccccc1	-4	-5	-0.1	10	8	-8	102	-9	105	104	-7
Cc1ccc(NC(=O)CSC(N)=O)cc1Cl	-10	-5	-0.3	16	-2	-4	102	-4	102	95	-5
CCc1nnc(NS(=O)(=O)c2ccc(N3C(=O)c4ccccc4C3=O)cc2)s1	-3	1	0.0	22	0	2	99	2	99	101	7
COc1ccc2cc(C(c3nnnn3CCc3ccccc3)N3CCC(O)CC3)c(=O)[nH]c2c1 (configuration not stated)	0	-7	0.3	33	1	-9	106	-4	100	102	-5
CCCn1nc(C(=O)NCc2ccccn2)c2ccccc2c1=O	-11	0	0.4	64	2	-9	106	0	105	102	-7
CCN(CC)S(=O)(=O)c1cc(C(=O)n2cccn2)c(Cl)cc1Cl	-1	0	0.3	16	4	2	100	1	101	104	1
O=C(N/N=C\c1ccncc1)c1ccccc1O	-6	-2	0.5	8	10	-5	106	-2	107	111	0
COc1ccc(/C=N/NC(=O)Cn2cnc3ccccc3c2=O)cc1	-4	-8	0.7	9	11	-9	112	-7	108	111	-4
COCCNc1ncnc2c1cnn2Cc1ccc(Cl)cc1	-14	0	0.3	29	2	-9	100	-5	102	100	-11
Cc1nc(NC(=O)c2ccc(Cl)cc2)nc2cc3c(cc12)OCO3	-13	-2	0.2	15	3	-8	100	-5	99	98	-7
CCOC(=O)/C=C/COc1ccccc1[N+](=O)[O-]	-3	-1	1.0	18	4	-6	99	-6	103	102	-3
N#CC1=C(N)OC2=C(C(=O)CCC2)C12CCC1(CC2)OCCO1	-5	-4	3.2	17	23	-3	103	-4	102	103	-4

Entries shown so far with a furan ring, fused or not, in the order listed:
SMILES	Bim-Bfl-1	Bcl-W Bim block	ABCB1 block	GSH fluor	ABCG2 block	Bim-Bcl-B	RGS4-Gao reg	Bcl-XL Bim block	RGS8-Gao reg	RGS7-Gao	Bim-Bcl-2
COc1ccc(CNc2nc(-c3cccnc3)nn2C(=O)c2ccco2)cc1	-1	0	0.7	18	2	-1	105	1	108	106	-2
O=C(c1ccco1)N1CCN(C(=O)C2CCN(S(=O)(=O)c3cccs3)CC2)CC1	0	-1	0.2	20	1	0	104	0	102	99	-2

The list continues.
SMILES	Bim-Bfl-1	Bcl-W Bim block	ABCB1 block	GSH fluor	ABCG2 block	Bim-Bcl-B	RGS4-Gao reg	Bcl-XL Bim block	RGS8-Gao reg	RGS7-Gao	Bim-Bcl-2
O=C(Oc1ccc(Cl)cc1)c1ccc(COC(=O)c2cnccn2)cc1	-15	-2	-1.1	37	11	-10	95	-13	99	94	-9
CCOC(=O)C1(CCCc2ccccc2)CCN(C(=O)C2CCCN(C(N)=O)C2)CC1 (configuration not stated)	-5	-3	0.2	10	0	-2	97	-4	98	98	-3
O=C(CC1C(=O)NCCN1Cc1ccc(F)cc1)NCCN1CCCc2ccccc21 (configuration not stated)	-1	0	1.1	18	3	-1	98	-1	98	98	1
c1ccc(OCc2nn3c(C4CCCCC4)nnc3s2)cc1	-4	1	0.0	5	0	-3	97	-4	96	109	-6
Cc1cccc(CSc2nc3c(cc2C#N)CCC3)c1	1	-4	1.3	15	5	-5	98	-3	100	99	0
Cc1ccc(NCc2cccnc2)cc1	-2	-1	0.2	9	2	1	112	-4	101	102	2
CCSc1nc(-c2ccc(OC)cc2)cc(-c2ccc(OC)cc2)c1C#N	3	0	0.1	6	1	-4	102	0	102	103	3
Fc1ccccc1Nc1nc2ccccc2n2nnnc12	-8	0	-3.0	19	-2	-4	100	0	100	96	-9
CCOC(=O)c1c(C)nc2c(c1C)/C(=N/O)CC(C)(C)C2	-12	-1	0.5	6	2	-5	100	0	99	101	-2
COc1ccc(-c2cc(C(=O)OCC(=O)Nc3ccc4c(c3)OCO4)c3ccccc3n2)cc1	-8	-4	-0.3	18	-1	-11	99	-8	100	96	-7
CCOc1ncccc1C(=O)OCc1c(Cl)cccc1Cl	0	-2	1.0	5	10	-5	105	-5	105	103	-7
CC(C)NC(=O)CN(c1cccc(Br)c1)S(C)(=O)=O	-10	2	0.2	7	1	-3	96	-3	100	100	0

Single values from above.
O=C(CC1C(=O)NCCN1Cc1ccc(F)cc1)NCCN1CCCc2ccccc21 (configuration not stated) @ Bcl-W Bim block: 0
Nn1cc(-c2ccccc2)nc1SCC(=O)NCCc1ccccc1 @ Bim-Bfl-1: -5
O=C(c1ccco1)N1CCN(C(=O)C2CCN(S(=O)(=O)c3cccs3)CC2)CC1 @ ABCG2 block: 1
CCN(CC)S(=O)(=O)c1cc(C(=O)n2cccn2)c(Cl)cc1Cl @ Bim-Bfl-1: -1
Fc1ccccc1Nc1nc2ccccc2n2nnnc12 @ Bim-Bcl-2: -9

Next part.
SMILES	Bim-Bfl-1	Bcl-W Bim block	ABCB1 block	GSH fluor	ABCG2 block	Bim-Bcl-B	RGS4-Gao reg	Bcl-XL Bim block	RGS8-Gao reg	RGS7-Gao	Bim-Bcl-2
Cc1cc(C)cc(N(CCC(=O)O)S(=O)(=O)c2ccc(Cl)cc2)c1	-5	-1	0.1	11	0	-5	98	-5	101	99	-9
COc1ccc(/C=N/NC(=O)CCSc2nc3ccccc3s2)cc1	-11	-9	1.1	19	17	-13	102	-13	100	100	-4
O=C(COC(=O)CCSc1ccccc1)NCc1ccccc1	-3	0	0.1	27	0	-5	98	0	102	u	1
O=C(Nc1cccn(Cc2ccccc2Cl)c1=O)NC1CCCCC1	-4	-2	0.3	11	1	-4	102	-4	100	96	-5
COc1ccccc1/C=N/NC(=O)c1ccc(-c2ccccc2)cc1	3	0	0.0	13	0	2	117	0	123	114	-1
Cc1ccc(S(=O)(=O)/N=C(\c2ccc(Cl)cc2)N2CCOCC2)cc1	0	-3	0.2	19	0	0	104	-1	110	104	0
Cc1ccc(NS(=O)(=O)c2cccc(C(=O)NN3CCOCC3)c2)cc1	-1	0	0.7	13	3	-7	105	2	98	u	-1
Cn1c(CSCc2ccc(Cl)cc2Cl)n[nH]c1=S	2	2	-1.1	13	-4	-13	99	-1	97	u	-2
CCOc1ccc(N2C(=O)CC(Sc3nnnn3-c3ccccc3)C2=O)cc1 (configuration not stated)	-12	-4	0.2	14	2	-1	98	0	100	97	4
COC(=O)c1sc2ccccc2c1-n1cccc1C(=O)C(=O)Nc1ccc(F)cc1	-11	-3	0.1	32	1	-9	103	-10	100	105	-7
CC(=O)c1cccc(NC(=O)N2CCCC(C(=O)c3cc(F)ccc3F)C2)c1 (configuration not stated)	-8	-2	0.5	10	2	-2	101	-3	99	99	-5
Cc1c(N=C2SCC(=O)N2/N=C/c2ccccc2)c(=O)n(-c2ccccc2)n1C	-12	-1	0.3	15	-3	-8	98	-5	99	100	-7
CN(C)CCOC(C1CCCCC1)C1CCCCC1	-8	2	0.2	15	0	-4	103	0	102	103	0
COC(=O)c1cc(OC)c(OC)cc1NC(=O)Nc1ccccc1OC	-2	2	0.4	27	5	3	99	2	97	94	0
CCCc1n(CC(O)COCc2ccccc2)c2ccccc2[n+]1C (configuration not stated)	-3	5	0.6	11	3	0	101	1	102	u	1
O=C(CSc1nc(-c2ccccc2)cc(C(F)(F)F)n1)NCc1ccco1	-2	-1	0.5	23	3	0	96	0	98	99	-1
CC1(C)N=C(SCC(=O)Nc2ccc(Cl)cc2Cl)C(c2ccccc2)=N1	-8	-1	-0.1	44	-1	-6	97	-2	97	97	-8
Cc1cc(Nc2ccccc2)nc2cc(O)ccc12	3	0	0.3	17	5	-3	100	-1	91	102	0
Cc1ccccc1NC(=O)CC1SC(=O)N(c2ccccc2)C1=O (configuration not stated)	-9	-1	0.1	39	0	-8	89	-8	98	93	0
